# Source: PubChem BioAssay
# Anesthetic bind: qHTS Assay for Identification of Novel General Anesthetics; Potency, µM (doses to about 77.5 µM), without a hit: at the top dose activity change, negative = displacement, hits mostly inhibitors; Ferritin light chain (Equus caballus), P02791; hit rate 0.074% among 350,000; apoferritin/1-aminoanthracene competitive binding, fluorescence; also: % is scaled to controls: 0 for no effect and ±100 for the full control effect; nearly all actives have a fitted effect of over 20% in size
#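 Apoferritin-based anesthetic binding model; compound displacement of fluorescent 1-AMA measured as endpoint fluorescence after 10 minutes at room temperature, scaled to free-ligand and complex controls.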
# POLK inh: qHTS for Inhibitors of Polymerase Kappa. DNA polymerase kappa (Homo sapiens), Q9UBT6. Potency, µM (series often up to 107 µM), for inactives: at the top dose activity, negative = inhibition, usual class: inhibitors. purified Pol kappa, fluorescent DNA synthesis assay, 10 min. hit rate 0.53% among 400,000. AID 588579, 2011; also: % is scaled to controls: 0 for no effect and ±100 for the full control effect
#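 Kinetic fluorescence screen: compound preincubated 15 min RT with 10 nM enzyme; 50 nM substrate (final) initiates; reads at 0/10 min.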
# APE1 inh: qHTS Assay for Inhibitors of the Human Apurinic/apyrimidinic Endonuclease 1 (APE1). recombinant APE1, TAMRA/BHQ-2 abasic DNA cleavage fluorescence. Potency, µM (titrated, usually from 65.8 µM), for the others: at the highest dose activity change, negative = inhibition, most hits filed as inhibitors. hit rate 0.35% among 350,000;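 also: plate controls were vehicle for no effect and reference inhibitor for full effect; nearly all actives have a fitted effect of over 55% in size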
#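 Compound pre-exposure to 0.75 nM APE1, 15 min at ambient temperature. Reaction initiated with 50 nM TAMRA/BHQ-2 THF substrate, read immediately in kinetic mode, 525 nm excitation, 598 nm emission.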
# Pol iota inh: qHTS for Inhibitors of Polymerase Iota | DNA polymerase iota (Homo sapiens), Q9UNA4 | hit rate 1% among 390,000 | AID 588590, 2011 | Potency, µM (series often up to 115 µM), inactives show at the top dose activity, negative = inhibition, usual class: inhibitors | Pol iota fluorescent replication assay, 10 min
#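 Pol iota at 10 nM preincubated 15 min with compounds at room temperature; reaction started with fluorescent substrate, 50 nM final. Fluorescence read kinetically at 0 and 10 min; buffer-only wells as negative control.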
# G9a block: qHTS Assay for Inhibitors of Histone Lysine Methyltransferase G9a; Histone-lysine N-methyltransferase EHMT2 (Homo sapiens), Q96KQ7; G9a H3K9 monomethylation, AlphaScreen, 2 h; Potency, µM (top dose mostly 102 µM), without a hit: at the highest dose activity, negative = inhibition, usual class: inhibitors; hit rate 8.8% among 350,000; also: % is scaled to controls: 0 for no effect and ±100 for the full control effect; nearly all actives have a fitted effect of over 75% in size
#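 Methyltransferase reactions run at room temperature for 2 h (20 nM enzyme, 500 nM biotin-H3K9 peptide, 20 uM SAM) after a 15 min compound preincubation; product detected by AlphaScreen beads and anti-H3K9me1 antibody.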
# Pol eta inh: qHTS for Inhibitors of Polymerase Eta; DNA polymerase eta (Homo sapiens), Q9Y253; recombinant Pol eta, fluorescent DNA replication assay; Potency, µM (highest dose often 114 µM), for inactives: at the top dose activity change, negative = inhibition, hits mostly inhibitors; hit rate 1.2% among 390,000; also: % is scaled to controls: 0 for no effect and ±100 for the full control effect
#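 Fluorescent replication assay: 50 nM final substrate added after a 15 min room-temperature compound preincubation with 10 nM enzyme. Signal taken at 0 min and again at 10 min.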
# Pol beta inh: qHTS Assay for Inhibitors of DNA Polymerase Beta; Pol beta primer extension/strand displacement, fluorescence kinetic; hit rate 1.3% among 340,000; P06746; Potency, µM (series often up to 114 µM), for the others: at the top dose activity change, negative = inhibition, usual class: inhibitors; also: % is scaled to controls: 0 for no effect and ±100 for the full control effect
#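 Curves were derived by four-parameter Hill fits of normalized qHTS data. The kinetic fluorescent primer-extension read was taken at 0 and 10 min after 50 nM substrate, following a 15 min room-temperature preincubation of 10 nM enzyme with compounds.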
# BAZ2B inh: qHTS Assay for Inhibitors of BAZ2B; AID 504333, 2011; AlphaScreen BAZ2B-H3K14Ac peptide displacement; Potency, µM (titrated, usually from 114 µM), inactives show at the top dose activity change, negative = inhibition, usual class: inhibitors; hit rate 4.4% among 360,000; Bromodomain adjacent to zinc finger domain protein 2B (Homo sapiens), Q9UIF8; also: % is scaled to controls: 0 for no effect and ±100 for the full control effect; nearly all actives have a fitted effect of over 60% in size
#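 Compounds, titrated to a top concentration of 110 uM, were incubated 30 min at room temperature with preformed BAZ2B/acetyl-K14 H3 peptide complex (50 nM each). Proximity signal was measured by AlphaScreen after 20 min with beads.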
# BLM helicase inh: qHTS Assay for Inhibitors of Bloom's syndrome helicase (BLM) | RecQ-like DNA helicase BLM (Homo sapiens), P54132 | recombinant BLM DNA unwinding, fluorescence dequenching | Potency, µM (highest dose often 56.1 µM), for inactives: at the highest dose activity change, negative = inhibition, most hits filed as inhibitors | hit rate 0.2% among 350,000 | AID 2528, 2010;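 also: plate controls were vehicle for no effect and no enzyme for full effect; nearly all actives have a fitted effect of over 35% in size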
# The depositor's hits bear a star; ? = inconclusive; . = not tested or not shown; & = joins results of further samples; [ ] = another dose, or the depositor's remark. Calls follow the shape of the dose curve; as a rule, active = well fitted curve in the direction sought with a large enough effect; inconclusive = small, poorly fitted or top-dose-only effect, or another doubt; inactive = no such curve, though single readings can be large; an effect the other way counts as inactive or inconclusive. Potency is read from the fitted curve at half-maximal effect.
structure | Anesthetic bind | POLK inh | APE1 inh | Pol iota inh | G9a block | Pol eta inh | Pol beta inh | BAZ2B inh | BLM helicase inh
Cc1ccc(N2CC(C(=O)N3CCN(C(=O)c4ccco4)CC3)CC2=O)cc1 (stereo unspecified) | 5% | 2% | 4% | 23% | -9%[59 µM] | 4% | 0% | 7% | -1%
CC1CCCCC1NC(=O)CN1CCN(Cc2ccccc2Cl)C1=O (stereo unspecified) | -9% | -8% | 15% | 30% | -3% | 0% | 32% | 0% | 4%
O=C(NCC(=O)N1CCN(C(=O)c2ccco2)CC1)c1cccc(Cl)c1 | . | 3% | 13% | 10% | -1%[12.7 µM] | -3% | . | -2% | .
COc1ccc(-c2ocnc2C(=O)NCc2nn(-c3ccccc3)nc2C)cc1 | 1% | -12% | -3% | -17% | -5% | -10% | -4% | 5% | -9%
CCC1(c2ccc(F)cc2)NC(=O)N(CC(=O)Nc2ccc(-c3nc4ccc(C)cc4s3)cc2)C1=O (stereo unspecified) | 2% | -19% | 3% | 36%[activator] | 18%[59 µM] | -18% | 38% | 3% | -2%
N#C/C(=C\c1ccc(O)c(Br)c1)C(=O)NCc1ccccc1 | -8% | 2% | 4% | 27% | . | -5% | 0% | -36% | 3%
O=C1c2ccccc2-c2cccc(NS(=O)(=O)c3ccc(C(F)(F)F)cc3)c21 | -17% | 0% | ? | ? | ? | -15% | -11% | -2% | -3%
COc1ccc(CCNC(=O)c2sc3nc4n(c(=O)c3c2C)CCC4)cc1 | . | -18% | 3% | 18% | -38% | -1% | . | 7% | .
COC(=O)C(NC(=O)c1ccccc1)(Nc1cc(C)cc(C)n1)C(F)(F)F (stereo unspecified) | -7% | -2% | 4% | -4% | -1%[59 µM] | -20% | 1% | -4% | -1%
COc1cc(NC(=O)Nc2cccc(-c3noc(C)n3)c2)cc(OC)c1OC | 180%[activator] | -8%[60.1 µM] | . | -9% | -2%[59 µM] | -28% | -20% | -10% | -7%
Cc1ccc(/C=C/C(=O)Nc2ccc(S(=O)(=O)Nc3ncccn3)cc2)cc1 | -7% | -9% | 2% | -14% | 2% | 2% | -1% | -13% | 0%
Cc1cc(C)nc(NC(=O)Nc2ccc3c(c2)OCO3)c1 | -1% | -6% | 0% | 3% | 0% | 2% | 36% | 11% | -10%
Cc1ccc(NC(=O)c2c(Cl)n(C)c3ccccc23)cc1 | -7% | -26% | -5% | ? | 5%[59 µM] | -11% | 23% | 1% | 0%
c1ccc2c(c1)ncn2Cc1nnc2sc(-c3ccncc3)nn12 | 3% | -10% | -1% | 18% | ? | -1% | -19% | -25% | -7%
O=C(N/N=C/c1ccc(Br)s1)c1cccnc1 | -7% | -14% | -4% | 20% | 35% | 0% | 1% | 5% | 8%
COc1cccc(C(=O)NNC2OC(CO)C(O)C2O)c1 (stereo unspecified) | -11% | -2% | 7% | 49%[activator] | -29% | 6% | 1% | -6% | 0%
Nc1scc[n+]1Cc1cccc2cccnc12 | -8% | -2% | 2% | 27% | ? | -18% | 21% | -25% | -1%
CC(=O)Nc1ccc(NC(=O)CSc2nnc(-c3cc(C)[nH]n3)n2N)cc1 | -1% | -2% | 16% | 21% | 21% | -20% | -1% | -39% | 1%
COc1cc(CN(C2CCCCC2)S(=O)(=O)c2ccc(S(=O)(=O)N(C)C3CCCCC3)cc2)cc(OC)c1OC | -11% | -4% | -1% | 5% | -8%[59 µM] | -10% | 24% | -6% | -2%
O=C(Nc1ccc(O)c(-c2nc3ccccc3s2)c1)C1=COCCO1 | 26% | -7% | ? | 32%[activator] | -33%[59 µM] | -16% | 40% | 0% | -7%
O=C(COc1ccccc1)NCC(=O)N1CCCCCC1 | . | -2% | 4% | 18% | 4%[59 µM] | -10% | . | -3% | .
CC(=O)N1CCCN(Cc2cn(-c3cc(C)ccc3C)nc2-c2ccccc2)CC1 | -7% | 12% | 4% | 17% | -16% | -25% | 2% | -25% | -9%
O=C(CCS(=O)(=O)c1ccc(Br)cc1)Nc1ccccn1 | -5% | -2% | 0% | 8% | ? | -5% | -18% | -37% | 3%
C/C(=N\NC(=O)CSc1nc2ccccc2o1)c1cccc(O)c1 | -8% | 0% | 0% | 7% | -5% | -16% | 33% | -5% | 2%
CCN(CC)S(=O)(=O)c1ccc(N2CCc3ccccc3C2)nc1 | ? | -2% | -2% | -12% | 40µM* | -18% | 10% | 13% | -8%
Cc1ccc(CN2CCC(CNC(=O)Nc3ccccc3F)CC2)cc1 | ? | -9%&10% | -10% | 0%&19% | -5% | -1%&-14% | 1%&19% | 4%&18% | 1%&-3%
Cc1ccc(Cn2c(CN3CC(C)OC(C)C3)nc3c2c(=O)[nH]c(=O)n3C)cc1 (stereo unspecified) | -8% | -3% | 2% | 18% | -31% | 3% | 21% | 5% | 0%
CN(CC(=O)Nc1cccc(F)c1)CC(=O)N(C)CC(=O)Nc1ccccc1Br | . | 3% | 34% | 22% | 9%[2.33 µM] | -22% | . | 5% | .
CC1CCCC(C)N1CCNC(=O)CCn1nc(-c2ccccc2)ccc1=O (stereo unspecified) | -9% | 0% | 8% | 15% | -34%[59 µM] | -10% | 10% | 2% | 6%
O=C1c2ccccc2C(=O)N1CN(C(=O)c1ccccc1)c1ccc(O)cc1 | -8% | -7% | -1% | -6% | 5% | -17% | -11% | 12% | -1%
Cc1ccc(NS(=O)(=O)c2cccc(C(=O)NCCc3c[nH]c4ccccc34)c2)c(C)c1 | -8% | 3% | 7% | 20% | ? | -15% | -14%[57.1 µM] | -35% | -8%
Cc1nn(-c2ccccc2)c(Cl)c1/C=C1\SC(=S)N(C)C1=O | -8% | -23% | 14% | 2% | ? | -13% | 43% | ? | -9%
COc1cc(NC(=O)COc2ccc(C)c(C)c2)ccc1NC(=O)c1ccco1 | -7% | -11% | 17% | 10% | -51% | -11% | -14% | -23% | -15%
CS(=O)(=O)c1nc(-c2ccccc2)c(-c2ccccc2)[nH]1 | -10% | 7% | 23% | 16% | 45µM* | -19% | 16% | ? | -15%
O=C(Nc1ccc(N2CCCC(O)C2)cc1)c1snc2c(=O)[nH]cnc12 (stereo unspecified) | -7% | -8% | 8% | -10% | -37%[59 µM] | -1% | 32% | -7% | -4%
CCOC(=O)c1c(C)[nH]c(C)c1S(=O)(=O)N1CCN(C(=O)c2ccco2)CC1 | -6% | 0% | 4% | 26% | 16% | -19% | 38% | -14% | 1%
Cc1cc(-n2c(C)nc3ccccc3c2=O)ccc1NC(=O)c1ccccc1[N+](=O)[O-] | -13% | -5%[60.1 µM] | . | 8% | -17%[59 µM] | 2% | -8% | -9% | 0%
Cc1ccc2oc(C(=O)NCC3CCOCC3)c(C)c2c1 | -10% | -13% | -1% | 14% | 62%[activator] | -16% | 96% | 4% | 2%
CCOc1ccc(-c2c(C)nn3c(C)c(C(=O)NC(C)c4ccccc4)cnc23)cc1OCC (stereo unspecified) | -9% | 0% | . | -7% | -18%[59 µM] | . | -3% | -20% | -2%
COc1ccc2[nH]c3c(c2c1)CCN1C(=O)C(CC(=O)NCc2ccco2)C[C@H](C(=O)N2CCCCC2)[C@@]31CCc1ccccc1 (stereo partly specified) | . | 0% | -7% | -5% | . | -6% | . | . | .
Cc1ccc2cc(COC(=O)C3CCCO3)c(=O)[nH]c2c1 (stereo unspecified) | -9% | -18% | 1% | 12% | 23%[2.33 µM] | -12% | 15% | 3% | -5%
O=C(Cc1n[nH]c(=O)[nH]c1=O)N/N=C/c1cccc(O)c1 | 2% | 4% | -4% | 1% | -7%[59 µM] | -8% | 1% | -6% | 1%
O=C(N/N=C/c1cccnc1)c1cccc(NC(=O)c2ccccc2Cl)c1 | -6% | -15% | 41% | 18% | ? | 0% | 0% | 2% | -5%
CN(C)c1nc2c(Br)c(Br)c(Br)c(Br)c2[nH]1 | . | 3%[60.1 µM] | -2% | ? | ? | -3%[57.1 µM] | -14%[57.1 µM] | . | .
CC(Oc1ccccc1F)C(=O)NNC(=O)c1cccc(S(=O)(=O)N2CCN(C)CC2)c1 (stereo unspecified) | . | -23% | -3% | 6% | ? | -15% | . | 1% | .
COc1ccc(CCCC(=O)NCCc2ccccc2)cc1 | -15% | -4% | 3% | 17% | . | -19% | 14% | -5% | 2%
COc1ccc(C(=O)OCC(=O)c2ccc[nH]2)cc1 | . | -5% | -1% | 1% | 20%[12.7 µM] | -12% | . | 1% | .
Cc1ccc(CNS(=O)(=O)NCc2ccccc2)cc1 | -14% | -7% | 24% | -14% | 22%[59 µM] | -12% | -1% | -4% | -6%
CC(C)(C)C1CCC(C(=O)Nc2ccccc2N2CCOCC2)CC1 (stereo unspecified) | . | -22% | 24% | 25% | -12%[2.33 µM] | ? | . | -4% | .
c1ccc2c(c1)C(=NCC1CCCO1)NC2=NCC1CCCO1 (stereo unspecified) | -18% | -7% | 6% | 2% | 21%[59 µM] | 11% | -8% | 2% | 1%
CC(=O)c1ccc(OCC(=O)Nc2c(C)nn(-c3ccccc3)c2C)cc1 | . | -3% | 10% | 1% | ? | -17% | . | 4% | .

# Four entries already listed, arranged by heavy-atom count, ascending.
structure | Anesthetic bind | POLK inh | APE1 inh | Pol iota inh | G9a block | Pol eta inh | Pol beta inh | BAZ2B inh | BLM helicase inh
COc1ccc(C(=O)OCC(=O)c2ccc[nH]2)cc1 | . | -5% | -1% | 1% | 20%[12.7 µM] | -12% | . | 1% | .
Cc1ccc(CNS(=O)(=O)NCc2ccccc2)cc1 | -14% | -7% | 24% | -14% | 22%[59 µM] | -12% | -1% | -4% | -6%
CC(C)(C)C1CCC(C(=O)Nc2ccccc2N2CCOCC2)CC1 (stereo unspecified) | . | -22% | 24% | 25% | -12%[2.33 µM] | ? | . | -4% | .
CC(Oc1ccccc1F)C(=O)NNC(=O)c1cccc(S(=O)(=O)N2CCN(C)CC2)c1 (stereo unspecified) | . | -23% | -3% | 6% | ? | -15% | . | 1% | .

# An excerpt, so the mix of outcomes need not match the whole.
